Compound activity from PubChem.
ALOX12 inh: blocks human arachidonate 12S-lipoxygenase | P18054 | purified 12hLO, xylenol orange hydroperoxide absorbance | Potency, µM (doses to about 108 µM), for inactives: at the highest dose activity change, negative = inhibition, usual class: inhibitors | hit rate 1.1% among 580,000; active = well fitted inhibition curve with a large enough effect; inconclusive = small, poorly fitted or top-dose-only effect, or another doubt; inactive = no such curve, though single readings can be large or run the other way
Target sequence (P18054 whole entry, looked up): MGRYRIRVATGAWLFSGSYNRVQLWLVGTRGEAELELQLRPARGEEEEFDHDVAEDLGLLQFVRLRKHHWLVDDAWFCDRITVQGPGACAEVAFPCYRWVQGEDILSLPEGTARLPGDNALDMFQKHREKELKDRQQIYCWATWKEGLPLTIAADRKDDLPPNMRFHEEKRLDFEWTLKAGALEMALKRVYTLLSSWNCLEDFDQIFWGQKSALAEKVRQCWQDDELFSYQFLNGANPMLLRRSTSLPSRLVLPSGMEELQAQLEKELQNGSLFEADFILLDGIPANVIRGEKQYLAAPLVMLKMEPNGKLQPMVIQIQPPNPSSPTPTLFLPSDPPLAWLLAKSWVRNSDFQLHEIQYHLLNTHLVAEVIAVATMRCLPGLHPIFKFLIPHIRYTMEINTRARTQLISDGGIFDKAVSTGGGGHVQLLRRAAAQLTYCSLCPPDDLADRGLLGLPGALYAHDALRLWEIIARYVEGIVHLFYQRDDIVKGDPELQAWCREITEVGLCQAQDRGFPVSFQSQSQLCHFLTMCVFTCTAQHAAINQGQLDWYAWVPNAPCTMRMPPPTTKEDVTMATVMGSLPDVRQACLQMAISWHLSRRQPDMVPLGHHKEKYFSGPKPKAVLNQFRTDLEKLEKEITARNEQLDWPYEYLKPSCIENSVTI
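Hydroperoxide product was detected by ferrous iron/xylenol orange as the 573 to 405 nm absorbance ratio. Arachidonic acid at 40 uM (final) was turned over for 30 min at room temperature by 150 nM human 12hLO, pH 7.0 Hepes buffer, after 15 min compound preincubation.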
Active calls of the source: *; [ ] = another dose, or the depositor's remark. % is set by controls: 0 for no effect and ±100 for the full control effect; potency is the fitted concentration of half-maximal effect.

`CCCCc1ccc(NS(=O)(=O)c2ccc(C)c(C(=O)N3CCN(c4cccc(C)c4C)CC3)c2)cc1` gave ALOX12 inh inconclusive.
Screening Cc1cccc(C)c1-n1nnnc1SC(C(=O)N(C)C)c1ccccc1 (configuration not stated) returned ALOX12 inh 2%.
Cc1ccc(/C=N/Nc2ccc(S(=O)(=O)Nc3ccc(Cl)cc3)cc2[N+](=O)[O-])cc1 was read as ALOX12 inh 9%.
Screening Cc1oc(-c2cccs2)nc1C(=O)NCC(C)(C)N1CCOCC1 returned ALOX12 inh 27%.
For Cc1ccc(NC(=O)Cn2nc3ccc(SC(C)C)nn3c2=O)c(Cl)c1 the results were ALOX12 inh -23%.
`O=C(Nc1ccc(Br)cn1)c1cc(-c2ccccc2)on1` gave ALOX12 inh -5%.
Screening C#CCNC(=O)C1=NOC2CN(C(=O)C3CC3)CC12 (configuration not stated) returned ALOX12 inh 6%[12.5 µM].
Cc1nn(-c2ccc(C(C)(C)C)cc2)c(C)c1[C@@H]1C=C[C@@H](NC(=O)NCc2ccccc2)C1 was read as ALOX12 inh -31%[176 µM].
Screening Cn1nc(C(=O)N2CCCC(CN3CCCC3)CC2)c2ccccc21 (configuration not stated) returned ALOX12 inh 88%[activator].
O=C(Cc1ccc(OC(F)(F)F)cc1)Nc1cccn2nc(C3CC3)nc12 was read as ALOX12 inh 18%.
Cc1ccc(C)c(SCC(=O)Cc2ccccc2F)c1 was read as ALOX12 inh 85%[activator].
Screening O=C(c1csnn1)N1CCC2(CC1)CCN(c1cccc(-c3ccccc3)c1)CC2 returned ALOX12 inh -5%[57.4 µM].
For O=C(c1ccc2c(c1)[nH]c(=O)n2C1CCC(O)CC1)N1CCOCC(O)C1 (configuration not stated) the results were ALOX12 inh -3%.
Nc1nccnc1C(=O)Nc1cccc(/C=C/c2ccccn2)c1 was read as ALOX12 inh 4%.
Screening COc1ccc(C(=O)/C(=C/c2ccccn2)c2nc3ccccc3o2)cc1OC returned ALOX12 inh -1%.
CC(NC(=O)CC12CC3CC(CC(C3)C1)C2)c1ccccn1 (configuration not stated) was read as ALOX12 inh 44%[activator].
Screening Cc1ccc(Cl)cc1NC(=O)CN1CCC2(CC1)OCCO2 returned ALOX12 inh 9%.
Screening O=C(NCc1ccccn1)C1CCN(C(=O)c2ncn3c2COC(c2ccc(F)cc2)C3)CC1 (configuration not stated) returned ALOX12 inh -7%.
Screening CCOc1nccnc1NC1CCN(S(=O)(=O)C2CC2)CC1 returned ALOX12 inh 42%[activator].
`CN(Cc1ccccc1)C(=O)[C@@]12CCCC[C@H]1N(C)C(=O)CC2` gave ALOX12 inh 8%.
Cc1ccc(F)cc1S(=O)(=O)N1CC(C(=O)NC2CCCCC2)C2(CCOCC2)C1 (configuration not stated) was read as ALOX12 inh 33%.
Screening O=C(C1Cn2cccc2C(=O)N1Cc1ccccc1)N1CCOCC1 (configuration not stated) returned ALOX12 inh -13%.
Screening Cc1nc(-c2ccc(F)cc2)n(CC(=O)Nc2cccc(Cl)c2)c(=O)c1CCO returned ALOX12 inh 22%.
`COCCN1C(=O)Cc2ccccc2C1C(=O)NCc1ccc(Cl)cc1` (configuration not stated) gave ALOX12 inh -8%.
O=C(C(=O)N1CCC(CNC(=O)c2cccs2)CC1)c1cc2ccccc2o1 was read as ALOX12 inh -1%.
C=CCO[C@@H]1C[C@H]2C(=O)N3CC[C@H](NC(=O)[C@@H](O)c4ccccc4)C[C@H]3C(=O)N2C1 was read as ALOX12 inh 2%[176 µM].
Screening Cc1ccnc(SCC(=O)N[C@H]2CCOC[C@H]2C2CCOCC2)n1 returned ALOX12 inh 4%.
O=C(NCCc1ccccc1Cl)[C@@H]1CCCN1C(=O)[C@@H](NS(=O)(=O)c1ccc(F)cc1F)C1CCCCC1 was read as ALOX12 inh -3%.
Screening COc1ccc(C(=O)N2CCn3c(nn(-c4ccc([N+](=O)[O-])cc4)c3=O)C2)cc1 returned ALOX12 inh inconclusive.
`O=C(CN1C(=O)NC2(CCOCC2)C1=O)Nc1ccc(F)cc1F` gave ALOX12 inh 35%.
`COCCN1CCCCCC(O)c2cc(C(=O)Nc3cccc(OC)c3)ccc21` (configuration not stated) gave ALOX12 inh 16%.
Screening O=C(NC1CC1)c1cccc(NC(=O)C2CCN(S(=O)(=O)c3ccc4c(c3)CCCC4)CC2)c1 returned ALOX12 inh -12%.
Screening Cn1cccc1CN1CCC2(C1)C(=NC1CCCCC1)NC(=O)N2c1cccnc1 (configuration not stated) returned ALOX12 inh 14%[6.33 µM].
`Cc1cccc(-c2noc([C@@H]3C[C@@H](O)CN3Cc3ccccn3)n2)c1` gave ALOX12 inh 81%[176 µM].
Screening CCCCNC(=O)c1cccc(-c2cc(N3CCN(C)CC3)nc(N)n2)c1 returned ALOX12 inh 9%.
`CN(C)Cc1cc(C[C@@H]2C[C@H](NCc3ccccc3O)C2(C)C)no1` gave ALOX12 inh 4%[176 µM].

In the list so far, these have an aryl thioether with sulfur outside any ring:
Screening Cc1cccc(C)c1-n1nnnc1SC(C(=O)N(C)C)c1ccccc1 (configuration not stated) returned ALOX12 inh 2%.
For Cc1ccc(NC(=O)Cn2nc3ccc(SC(C)C)nn3c2=O)c(Cl)c1 the results were ALOX12 inh -23%.
Cc1ccc(C)c(SCC(=O)Cc2ccccc2F)c1 was read as ALOX12 inh 85%[activator].
Screening Cc1ccnc(SCC(=O)N[C@H]2CCOC[C@H]2C2CCOCC2)n1 returned ALOX12 inh 4%.

Reprinted from the entries so far for reference:
`Cc1cccc(-c2noc([C@@H]3C[C@@H](O)CN3Cc3ccccn3)n2)c1` gave ALOX12 inh 81%[176 µM].
Screening CCCCNC(=O)c1cccc(-c2cc(N3CCN(C)CC3)nc(N)n2)c1 returned ALOX12 inh 9%.
`CN(C)Cc1cc(C[C@@H]2C[C@H](NCc3ccccc3O)C2(C)C)no1` gave ALOX12 inh 4%[176 µM].

The listing picks up, starting two compounds before the break.
Screening CCCCNC(=O)c1cccc(-c2cc(N3CCN(C)CC3)nc(N)n2)c1 returned ALOX12 inh 9%.
`CN(C)Cc1cc(C[C@@H]2C[C@H](NCc3ccccc3O)C2(C)C)no1` gave ALOX12 inh 4%[176 µM].
For COc1ccc(C(=O)NC2CCc3nn(CC4CC4)c(=O)n3CC2)c(C)c1 (configuration not stated) the results were ALOX12 inh 44%[activator].
For NC(=O)C1CN(CC(=O)Nc2ccccc2Cl)c2ccccc2O1 (configuration not stated) the results were ALOX12 inh 9%.
Screening Cc1ncccc1OC1(C(=O)N2CCCC2c2nc(C(C)C)no2)CCNCC1 (configuration not stated) returned ALOX12 inh inconclusive.
For CN(C)C(=O)c1cc2c(F)cccc2[nH]1 the results were ALOX12 inh -9%.
For COc1ccc(S(=O)(=O)N2CCC(C(=O)NCc3cccnc3)CC2)cc1 the results were ALOX12 inh 40%[activator].
Screening COCCc1noc(-c2ccccc2OC2CN(C(=O)CC3CCCC3)C2)n1 returned ALOX12 inh -8%.
`COc1ccc(S(=O)(=O)Nc2ccccc2OC)cc1NC(=O)c1[nH]c(C)c(C(C)=O)c1C` gave ALOX12 inh -23%.
`Cc1ccc(S(=O)(=O)N2CCN(C3CCN(CCC(C)C)C3=O)CC2)cc1F` (configuration not stated) gave ALOX12 inh 39%[activator].
For COc1ccc(C2Cn3nnc(-c4noc(COc5cccc(C)c5)n4)c3CO2)cc1 (configuration not stated) the results were ALOX12 inh 33%[activator].
`CC(C)c1ccc2oc(-c3cccc(NC(=O)c4cccnc4)c3)nc2c1` gave ALOX12 inh inconclusive.
`CC(NC(=O)c1ccc(Br)cc1)C1CC2CCC1C2` (configuration not stated) gave ALOX12 inh inconclusive.
For COc1ccccc1/C=N\O the results were ALOX12 inh 24%.

Brought forward from above: 2 entries; new compounds follow.
`CC(NC(=O)c1ccc(Br)cc1)C1CC2CCC1C2` (configuration not stated) gave ALOX12 inh inconclusive.
For COc1ccccc1/C=N\O the results were ALOX12 inh 24%.
N#Cc1nc(COc2ccc(F)cc2)oc1NCc1ccco1 was read as ALOX12 inh 4%.
`COCCNC(=O)C[C@@H]1C[C@H]2O[C@H](CNC(=O)N3CCOCC3)[C@@H](O)[C@H]2O1` gave ALOX12 inh 47%[176 µM].
`Cc1ccc(NC(=O)CSc2nc3c(=O)[nH]cnc3n2C)cc1F` gave ALOX12 inh 17%.
`CC(=O)N1CC2(Cc3ccccc31)CN([S+](=O)([O-])c1cccc(C(F)(F)F)c1)C2` gave ALOX12 inh 35%[activator].
Screening CN(Cc1cccc(F)c1)C(=O)COc1ccc2ccc(=O)oc2c1 returned ALOX12 inh -37%.
COCC(=O)N(C1CCOCC1)C1CCN(C(=O)Cc2ccc(C)cc2)CC1 was read as ALOX12 inh 47%[activator].
For COc1ccc(C(=O)N2CCOc3ccc(CN4CCN(c5ccccn5)CC4)cc3C2)o1 the results were ALOX12 inh 3%.
Screening CCc1ccccc1NS(=O)(=O)c1c(C(=O)N2CCOCC2)c(C)n(C)c1C returned ALOX12 inh -4%.
Cc1cc(C(=O)N/N=C/c2ccc(C(C)C)cc2)c2ccccc2n1 was read as ALOX12 inh -1%.
For O=C1N[C@H](CCC(=O)N2CCCC2)C(=O)Nc2ccccc21 the results were ALOX12 inh 8%.
CNC(=O)CCNC(=O)c1ccccc1-c1ncc(-c2ccc(F)cc2)o1 was read as ALOX12 inh 2%.
For Cc1ccc(-c2cnoc2NC(=O)CSc2nc(-c3cccc(Cl)c3)cc(=O)[nH]2)cc1 the results were ALOX12 inh inconclusive.
CSc1cccc(NC(=O)Cn2ccn3nc(-c4ccc(F)cc4)c(CO)c3c2=O)c1 was read as ALOX12 inh 44%[activator].
For O=C(O)C1(c2ccccc2)CCN(S(=O)(=O)c2cccc(C(F)(F)F)c2)CC1 the results were ALOX12 inh 1%[6.33 µM].
`CC(C)C[C@@H]1N[C@H](C(=O)NCC2CC2)Cc2cn(Cc3nccn3C)c3cccc1c23` gave ALOX12 inh 18%[176 µM].
For COCCNc1nc2c(c(=O)n(C)c(=O)n2C)n1Cc1ccc(Cl)cc1Cl the results were ALOX12 inh 3%.
Screening CCOC(=O)N1CCN(Cc2nc3c(c(=O)[nH]c(=O)n3C)n2Cc2c(F)cccc2Cl)CC1 returned ALOX12 inh 32%.
For NC(=O)C1CCN(C(=O)c2cc(-c3ccccc3)nc3ccccc23)CC1 the results were ALOX12 inh 5%.
Screening Cc1oc2cc(OC(=O)c3ccc4c(c3)OCO4)ccc2c(=O)c1-c1ccccc1 returned ALOX12 inh 3%.
For CCCCCCC(=O)OCC the results were ALOX12 inh -4%[176 µM].
Screening COc1ccc(CN2CCC3(CCC(CNC(=O)c4ccco4)O3)CC2)cc1OC (configuration not stated) returned ALOX12 inh 13%.
For COc1ccc(NC(=O)Cn2cnc3c(nnn3Cc3ccc(C)cc3)c2=O)c(OC)c1 the results were ALOX12 inh inconclusive.
`O=C(Nc1cc(F)ccc1Cl)c1cc2n(n1)CC(c1ccc3c(c1)OCO3)OC2` (configuration not stated) gave ALOX12 inh 16%.
`O=[N+]([O-])c1cc(Cl)cc2cccnc12` gave ALOX12 inh -8%.
For COc1ccc2cc(C(=O)NCC(=O)NC3CC3)c(C)nc2c1 the results were ALOX12 inh -8%.
For CC(NC(=O)CSc1nnnn1-c1ccc(O)cc1)c1ccc(-c2ccccc2)cc1 (configuration not stated) the results were ALOX12 inh -11%.
COc1cccc(OC)c1C(=O)Nc1nnc(C(F)(F)F)s1 was read as ALOX12 inh -3%.
`CCc1ccc(S(=O)(=O)N2CCC3(CC2)C(=O)N(CC)c2ccccc23)cc1` gave ALOX12 inh -7%.
Cc1cccc(N2CCN(C(=O)C3CCN(S(=O)(=O)Cc4cccc(Cl)c4)CC3)CC2)c1C was read as ALOX12 inh 14%.
COc1ccccc1C1=NS(=O)(=O)N(C)C(C(=O)Nc2cccc(O)c2)=C1 was read as ALOX12 inh -41%.
Screening CCc1cccc(C)c1NC(=O)Cn1c(N(C)Cc2ccccc2)nc(C)cc1=O returned ALOX12 inh -6%.
For COc1cc(OC)cc(C(NC(=O)Cc2n[nH]c(=O)c3ccccc23)c2nccn2C)c1 (configuration not stated) the results were ALOX12 inh 23%.
Screening Cc1cccc(Nc2nnc(SCC(=O)N3CCOCC3)s2)c1 returned ALOX12 inh 29%.
For CCn1c(C2CCN(C(=O)CCNC(=O)c3ccc(F)cc3)CC2)n[nH]c1=O the results were ALOX12 inh -11%.
`O=C(CNS(=O)(=O)c1ccc(N2CCCC2=O)cc1)N1CCN(CC(=O)N2CCCCC2)CC1` gave ALOX12 inh 6%.
Screening CN1CCc2[nH]cnc2C12CCN(C(=O)c1ccc(-c3ccn[nH]3)cc1)CC2 returned ALOX12 inh 56%[activator].
`COCc1ncc(C)n1C1CCCN(C(=O)c2ccc(C)s2)C1` (configuration not stated) gave ALOX12 inh 52%[activator].
Screening CN(Cc1cc2n(n1)CCCNC2)Cc1nc(-c2ccccc2)cs1 returned ALOX12 inh 70%[activator].
`O=C(Nc1ccc(F)cc1)N[C@H]1CC[C@H](CCNS(=O)(=O)c2cccc(Cl)c2)O[C@@H]1CO` gave ALOX12 inh inconclusive.
Screening CC(C)(C)NC(=O)c1cc(-c2ccc(Cl)cc2)nc2ccccc12 returned ALOX12 inh inconclusive.
Cc1ccc(S(=O)(=O)N(CC(=O)N2CCN(C)CC2)Cc2ccc(Cl)cc2)cc1 was read as ALOX12 inh -28%.
Screening CCC(C(=O)Nc1ccc(N(C)C)cc1)n1cnc2ccccc2c1=O (configuration not stated) returned ALOX12 inh inconclusive.
Screening Cc1ccc(F)cc1-c1nccc2c(=O)cc(N(C)C)oc12 returned ALOX12 inh -13%[176 µM].
`CCOc1ccccc1C1C(C#N)=C(N)OC2=C1S(=O)(=O)N(CC)c1ccccc12` (configuration not stated) gave ALOX12 inh 8%.
`Cc1c(NC(=O)c2ccccc2)cccc1-c1nc2ccccc2o1` gave ALOX12 inh 21%.

A portion of the library. The share of hits here may be higher or lower than overall.
